# Polio RdRp inh: poliovirus RdRp elongation inhibitors, primary screen, biochemical, fluorescence polarization, total intensity; AID 588519, 2011; poliovirus polymerase elongation; active compounds read low; % elongation, % (compound at 16.7 µg/mL); Genome polyprotein (Poliovirus type 1 (strain Mahoney)), P03300; 150,000 tested, 0.66% active; in the data active = % elongation below about 90%; note: some results filed as inactive read as strong as hits
# Target sequence (P03300 1749-2209 limits assumed): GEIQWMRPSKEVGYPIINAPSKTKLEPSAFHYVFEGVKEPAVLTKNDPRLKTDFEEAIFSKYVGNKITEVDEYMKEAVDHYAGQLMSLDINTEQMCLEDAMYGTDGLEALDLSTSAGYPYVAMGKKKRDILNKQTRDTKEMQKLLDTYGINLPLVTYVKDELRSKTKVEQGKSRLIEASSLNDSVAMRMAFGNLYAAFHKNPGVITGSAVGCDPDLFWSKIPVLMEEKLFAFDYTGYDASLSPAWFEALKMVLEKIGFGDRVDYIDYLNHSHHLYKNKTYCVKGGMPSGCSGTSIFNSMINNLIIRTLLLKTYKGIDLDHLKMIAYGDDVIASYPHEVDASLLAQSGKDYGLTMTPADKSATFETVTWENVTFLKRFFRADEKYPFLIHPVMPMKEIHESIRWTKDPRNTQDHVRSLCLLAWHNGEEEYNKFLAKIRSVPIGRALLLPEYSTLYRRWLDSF
# Polio RdRp inh FP z-score: recorded beside Polio RdRp inh, whose call it bears; z-score; measured here: FP z-score; hits read low
# * hit, by the source's call; & = joins results of further samples.
SMILES,Polio RdRp inh,Polio RdRp inh FP z-score
CCC(O)c1nc2ccccc2n1CCOc1ccc(C)c(C)c1 (stereo not given),101,-0.2
CC1CCC(NS(=O)(=O)c2ccc3c(c2)n(C)c(=O)c(=O)n3C)CC1 (stereo not given),103,0.6
Cc1nc(SCC(C)C)c(C#N)c(C)c1C,105,0.2
O=C(OCCN1C(=O)c2ccccc2C1=O)c1ccc(-n2cnnn2)cc1,104,0.2
Cn1c(SCc2nnc(-c3ccc(Cl)cc3)o2)nc2sccc2c1=O,104,0.1
COc1ccc2[nH]cc(CCNC(=O)Nc3ccc(F)cc3)c2c1,109,0.3
COc1ccc(Br)cc1C(=O)NCc1cccnc1,99,-0.3
COC(=O)c1ccccc1NC(=O)c1c(C)nn(-c2ccccc2)c1-n1cccc1,100,-1.4
N#CC(C#N)=Cc1ccc(-c2cccs2)s1,102,-0.1
c1ccc(Cn2nnnc2C(c2ccccc2)N2CCN(Cc3ccncc3)CC2)cc1 (stereo not given),101,0
COc1cc(/C=C/C(=O)NC23CC4CC(CC(C4)C2)C3)cc(OC)c1OC,103,0.8
Cc1cc(C)c2c(-n3cccc3)c(C(=O)N(C)Cc3ccccc3)sc2n1,103,-0.1
Cc1c(C(=O)/C=C/N(C)C)nnn1-c1ccc(Cl)cc1C#N,100,-0.3
COc1ccc(OC)c([C@@H]2Nc3ccc(C(=O)O)cc3[C@@H]3C=CC[C@@H]32)c1,81,-4.4
COc1cccc(C(=O)NCc2ccc3c(c2)cc(C)n3C)c1,104,1.6
C=CCc1cccc(Cl)c1OCCNCc1ccco1,103,0.6
CCCOC(=O)C1C2C=CC3(CN(CC4CCCO4)C(=O)C13)O2 (stereo not given),100,-0.3
COCC(C)n1c(-c2cccs2)csc1=Nc1cccnc1 (stereo not given),109,1.1
NC(=O)NS(=O)(=O)c1ccc(N)cc1,107,0.3
CCN(CC)c1ncccc1C(=O)NCc1cccs1,102,0.4

# Complete entries from above:
# COC(=O)c1ccccc1NC(=O)c1c(C)nn(-c2ccccc2)c1-n1cccc1 is listed with Polio RdRp inh: 100; Polio RdRp inh FP z-score: -1.4
# N#CC(C#N)=Cc1ccc(-c2cccs2)s1 is listed with Polio RdRp inh: 102; Polio RdRp inh FP z-score: -0.1
# COc1cc(/C=C/C(=O)NC23CC4CC(CC(C4)C2)C3)cc(OC)c1OC is listed with Polio RdRp inh: 103; Polio RdRp inh FP z-score: 0.8

# Returning to the listing; the four compounds before the break are reprinted first.
SMILES,Polio RdRp inh,Polio RdRp inh FP z-score
CCCOC(=O)C1C2C=CC3(CN(CC4CCCO4)C(=O)C13)O2 (stereo not given),100,-0.3
COCC(C)n1c(-c2cccs2)csc1=Nc1cccnc1 (stereo not given),109,1.1
NC(=O)NS(=O)(=O)c1ccc(N)cc1,107,0.3
CCN(CC)c1ncccc1C(=O)NCc1cccs1,102,0.4
Cc1ccccc1-c1noc(-c2ccc(N3CCOCC3)c([N+](=O)[O-])c2)n1,113,1.1
O=C1Nc2ccccc2S/C1=C\C(=O)N1CCN(c2ccccc2)CC1,104,1.1
Cc1ccc(CNC(=O)C2CCN(c3nc4ccc(C)cc4[nH]3)CC2)cc1,109,0.4
CC1CCCC(C)N1C(=O)c1cc(-c2ccc(Cl)cc2)on1 (stereo not given),104,1.4
CC(C)=CC(=O)Oc1ccc(Br)cc1,102,0.9
O=C(CC(c1ccccc1)c1ccccc1)NCCN1CCOCC1,107,0.4
Cc1cc(C(F)(F)F)nc(SCCNC(=O)Cc2ccc(F)cc2)n1,102,0
COc1cc(Cl)c(C)cc1NC(=O)CSc1ncc(S(=O)(=O)c2ccc(C(C)(C)C)cc2)c(=O)[nH]1,101,-1.2
COc1ccc2[nH]c3c(=O)[nH]cnc3c2c1,99,-0.6
COc1cc2c(c(OC)c1OC)-c1ccc(O)c(=O)cc1[C@@H](NC(=O)C(F)(F)F)CC2,116,1.1
Cc1noc(C)c1C(=O)Nc1ccc(S(=O)(=O)N2CCCCC2)cc1,102,-0.1
CCCC1=NN(c2ccccc2)C(=O)/C1=C/c1ccc2c(c1)OCO2,102,0.2
NN1C(=O)/C(=C\c2ccccc2)SC1=S,102,0.2
CCOc1ccc2sc(NC(=O)NC(C)N3C(=O)C4C5C=CC(C5)C4C3=O)nc2c1 (stereo not given),103,0.1
CC[C@H]1CN2CCC3(C(=O)Nc4ccccc43)C2C[C@@H]1/C(=C\OC)C(=O)OC (stereo not given in full),106,0.3
Cc1ccc(CN2CCc3nc(SCC(=O)NCCc4ccccc4)[nH]c(=O)c3C2)cc1,102,0.3
Cc1ccc(NS(=O)(=O)c2ccc3[nH]c(=O)ccc3c2)cc1N(C)C,104,-0.7
COC(=O)C1=CN(Cc2ccc(OC)cc2)C=C(C(=O)OC)C1c1ccc(OC)cc1,102,0.2
CC(=O)N(C)c1ccc(C(O)(C(F)(F)F)C(F)(F)F)cc1,102,0.2
COc1cccc(NC(=O)C(C#N)Cc2cccs2)c1 (stereo not given),102,0
O=C(O)/C=C/C(=O)N1CCCCC1,101,-0.1
COc1ccc(N(CC(=O)N2CCN(c3ccccc3F)CC2)S(=O)(=O)c2c(C)nn(C)c2C)cc1,101,0.3
CCCS(=O)(=O)N1CC(=O)N(c2ccccc2F)C(C)(C(=O)NC2CCCCCC2)C1 (stereo not given),105,-0.1
CCOC(=O)CCN1C(=O)c2ccccc2Sc2ncccc21,102,0.6
COC(=O)c1sccc1-c1ccc(CN2CCCc3cc(OC)ccc32)o1,108,1.3
Cc1ccccc1Cn1c(=O)n(CCC(C)C)c(=O)c2cccnc21,99,-1
CO[C@H]1CC(O[C@@H]2/C(C)=C/C[C@@H]3C[C@@H](C[C@]4(CC[C@H](C)[C@@H](C5CCCCC5)O4)O3)OC(=O)[C@@H]3C=C(C)/C(=N/O)[C@H]4OC/C(=C\C=C\[C@@H]2C)[C@]43O)O[C@@H](C)C1O (stereo not given in full),101,0.2
CCc1ccc(-n2nc(C)c3c(C(=O)Nc4cc(C)c(Cl)cc4OC)cc(C)nc32)cc1,111,0.6
CSc1ccc(NC(=O)C(C)N2CCN(C)CC2)cc1 (stereo not given),100,-0.9
O=C(Nc1ccc(Oc2ccccc2)cc1)c1ccccn1,108,1
CCOC(=O)c1cc(C)n(-c2ccc(I)cc2)c1C,101,-0.2
CCN(CC)c1c(S(=O)(=O)c2ccccc2)cnc2cc3c(cc12)OCCO3,105,0.8
COc1cccc(CNc2ccc(-c3nc4ncccc4o3)cc2)c1OC,101,-0.6
Cc1ccc2occ(CC(=O)Nc3nnc(C)s3)c2c1,101,-0.6
CC1=CC(C)(C)NC(=O)N1c1cccc(F)c1,105,0.2
Cc1oc2ncn(CC(C)C)c(=O)c2c1C(=O)NCCc1ccc(Cl)cc1,112,0.6
CNS(=O)(=O)c1cc(C)ccc1OC,101,0
CCOC(=O)c1oc2ccccc2c1COC(=O)/C=C/c1cccs1,105,0.4
CCCCC/C=C\C/C=C\CC1OC1C/C=C\CCCC(=O)O (stereo not given),101&99,-0.1&-0.3
NNC(=O)c1ccc(Oc2ccc(Cl)cc2)nc1,102,0.1
CCC(Sc1nc2cc(OC)c(OC)cc2c2nc(-c3ccccc3)nn12)C(=O)Nc1cccc(C)c1 (stereo not given),109,0.6
CCOC(=O)c1ccc(C[N+]2(C)CCOCC2)o1,99,-0.5
CSc1nc(NCCCO)c(C#N)c(-c2ccccc2)n1,104,1.2
CCOC(=O)C(Cc1ccccc1)C(=O)Nc1ccc(OC)cc1 (stereo not given),100,0
COC(=O)c1sccc1OC(=O)c1nn(-c2ccccc2)nc1C,103,-0.4
CCCCNC(=O)c1cc(S(=O)(=O)N(C)C)oc1C,103,0.4
COc1cc(OC)cc(C(=O)Nc2ccc3oc(-c4ccccc4C)nc3c2)c1,106,0.6
COc1ccccc1N1CCN(C(=O)c2c(C)oc3ncn(CC(C)C)c(=O)c23)CC1,113,0.8
CCC(O)(c1ccccc1)C(CN1CCOCC1)c1ccccc1 (stereo not given),103,0.2
CCOC(=O)N1CCc2c(sc3c2c(=O)n(-c2ccc(Cl)cc2)c(=O)n3Cc2cccc(OC)c2)C1,104,-0.2
N#Cc1ccc(Cl)cc1N=Cc1ccc2ncccc2c1,100,-0.5
COc1ccc(N2CCN(CCNc3ncnc4onc(C)c34)CC2)cc1,100,-0.3
CC(C)Cn1c(O)c(Nc2ccc3c(c2)=NC(=O)N=3)c2ccccc21,102,0.6
CCn1c(C(=O)N2CCC(C(=O)NC3CCCCCC3)CC2)cc2sccc21,102,-0.5
CCN(c1cccc(C)c1)S(=O)(=O)c1c(C)[nH]c(=O)[nH]c1=O,99,-1.1
O=C(COc1ccccc1)Nc1ccccc1N1CCCC1,103,0.2
CCOC(=O)c1cnn(-c2ccccc2)c1-c1ccncc1,98,-0.9
COc1ccc(-c2cn3nc(N4CCCC(C(=O)NCc5ccccc5Cl)C4)sc3n2)cc1 (stereo not given),111,0.8
CCN1C(=O)Cc2cc(S(=O)(=O)N3CCOCC3)ccc21,102,0.3
COCCNC(=O)CSc1cn(CC(=O)N2CCCCCC2)c2ccccc12,114,-0.1

# Among those listed so far, three have a CF3 group.
SMILES,Polio RdRp inh,Polio RdRp inh FP z-score
Cc1cc(C(F)(F)F)nc(SCCNC(=O)Cc2ccc(F)cc2)n1,102,0
COc1cc2c(c(OC)c1OC)-c1ccc(O)c(=O)cc1[C@@H](NC(=O)C(F)(F)F)CC2,116,1.1
CC(=O)N(C)c1ccc(C(O)(C(F)(F)F)C(F)(F)F)cc1,102,0.2

# Additional compounds follow:
SMILES,Polio RdRp inh,Polio RdRp inh FP z-score
COc1ccc(C(=O)Nc2ccc3nc(SCC(=O)N4CCOCC4)sc3c2)cc1,107,0.1
CCC(=O)N1CCN=C1SCc1ccccc1,101,0.2
Cc1cccc2nc(Cn3c(=O)n(-c4ccc(Cl)cc4)c(=O)c4c5c(sc43)CCC5)cc(=O)n12,104,-0.6
COc1ccccc1CN1C(=O)NC2(CCOc3ccccc32)C1=O (stereo not given),100,-0.5
O=C(CSC1CC(=O)N(c2ccccc2)C1=O)Nc1ccc(Cl)cc1 (stereo not given),106,0.9
O=C(NCC1CCCO1)c1cccc(N2C(=O)C3C4C=CC(C4)C3C2=O)c1 (stereo not given),103,0.3
COCCNC(=O)c1cc2c(=O)[nH]c3ccccc3c2s1,99,-0.4
CN1C(=O)N(C)c2cccc3cccc1c23,104,0.5
Cc1ccccc1NC(=O)C1CC(=O)OC1(C)C (stereo not given),99,-0.4
O=C(NC1C2CC3CC(C2)CC1C3)c1cccs1 (stereo not given),101,0.2
CCCCn1[nH]c(-c2ccccc2)cc1=O,104,0.3
CCC(=O)N(c1nnc(SCC(=O)c2c(N)n(C)c(=O)[nH]c2=O)s1)C1CC1,102,-0.2
CS(=O)(=O)c1ccc(Cl)c(NC(=O)CN2CCc3sccc3C2c2cccs2)c1 (stereo not given),107,0.5
CN(C)c1cccc(N(C)C)c1CNC(=O)Nc1ccc(Cl)cc1,104,0.6
Cc1cccc(-c2nc3scc(CCNC(=O)C(C)(C)C)n3n2)c1,104,0.6
COc1cccc2cc(C(=O)C3=C(O)C(=O)N(CCCN4CCOCC4)C3c3ccc(C)cc3)oc12 (stereo not given),101,0.2
O=C(NCCc1ccccc1)c1sc2ncccc2c1-n1cccc1,105,-0.4
CCOc1ccc2nc(NC(=O)c3cc(=O)c4ccc(C)cc4o3)sc2c1,81,-5.1
Cc1nnc(NC(=O)CSc2ncccn2)s1,102,0.1
CC(=O)NC(C(=O)NNc1c(Cl)cc(Cl)cc1Cl)C(C)C (stereo not given),100,-0.4

# Single entries from above:
# Polio RdRp inh FP z-score, O=C1Nc2ccccc2S/C1=C\C(=O)N1CCN(c2ccccc2)CC1 → 1.1
# Polio RdRp inh, Cc1ccc2occ(CC(=O)Nc3nnc(C)s3)c2c1 → 101
# Polio RdRp inh, CCCS(=O)(=O)N1CC(=O)N(c2ccccc2F)C(C)(C(=O)NC2CCCCCC2)C1 (stereo not given) → 105

# Other structures follow:
SMILES,Polio RdRp inh,Polio RdRp inh FP z-score
CCOC(=O)C1CCN(C(=O)C2CCCCC2)CC1,98,-0.7
CC(=O)Nc1c(C)sc(C)c1C(=O)O,103,1.8
CCN1CCCc2cc(CN(CCN3CCOCC3)C(=S)Nc3c(C)cc(C)cc3C)ccc21,101,-0.6
CSc1ccc(CCNC(=O)c2oc3cc4sc(N(C)C)nc4cc3c2C)cc1,104,0.6
CCOC(=O)c1cc2c(s1)-c1c(C)cccc1OC2,103,1.4
Cc1nn(CCC(=O)NC2CCCC2)c(=O)c2nn(-c3ccccc3)c(C)c12,104,0.3
COc1ccc(S(=O)(=O)N2CCC(n3c(=O)[nH]c4ccccc43)CC2)cc1,102,0.1
COc1ccc(OCCNS(=O)(=O)Cc2ccccc2)cc1,98,-0.3
Cc1cc(C)c(N=Cc2sccc2C)c(C)c1,97,-0.6
O=c1[nH]c2cc3c(cc2[nH]1)OCCO3,101,-0.4
CCCn1c(=O)sc2cc(NC(=O)c3ccccc3Cl)ccc21,113,0.4
CC1CC(NC(=S)Nc2ccc(I)cc2F)CC(C)(C)C1 (stereo not given),105,0.1
CN1CCCN(Cc2cc(C(C)(C)C)c(O)c(C(C)(C)C)c2)CC1,99,-0.1
COc1ccc(-c2nc3scc(CCNS(=O)(=O)c4ccc(Oc5ccccc5)cc4)n3n2)cc1OC,104,-0.6
COC(=O)c1cn(CC(=O)NC2CCCCCC2)c2ccccc12,100,-0.5
CCCCC1CC(C)(C(=O)Nc2ccc(S(N)(=O)=O)cc2)OC1=O (stereo not given),101,-0.1
Cc1ccc(-n2nc(CO)c(C(=O)NCCCc3ccccc3)n2)cc1C,109,0.4
COc1ccc(-c2noc(-c3ccc(C)cc3Cl)n2)cc1OC,102,-0.2
COc1ccc(N2CCN(C(=O)C34CC5CC(CC(C5)C3)C4)CC2)cc1,102,-0.1

# A portion of the library. The share of hits here may be higher or lower than overall.
